Compound activity (PubChem BioAssay)
RSV CPE inhibition = inhibition of RSV-induced cytopathic effect – HEp-2 cells, primary 10 µM value included (AID 2391) | HEp-2 cells, RSV-induced CPE inhibition; higher % means a stronger effect | CPE inhibition, % at 10 µM; hits with a dose series show IC50 in µM | actives 0.13% (n = 310,000); in the data active = a potency from the dose series; also: strong numbers were not always called active
SV40 large T antigen = TAg ATPase/helicase activity blockers – biochemical (AID 1903); SV40 large T antigen ATPase/helicase inhibition assay; higher % means a stronger effect; inhibition, % at 20 µM, or IC50 in µM where a hit was titrated; actives 0.39% (n = 310,000); in the data active = a potency from the dose series; also: strong numbers were not always called active
* hit, by the source's call; . = no result given. The list is partial; rates above refer to the full screens.

SMILES	RSV CPE inhibition	SV40 large T antigen
COc1ccc(-c2cc(-c3ccccc3)c(C#N)c(SCC(=O)O)n2)cc1	.	20.0%
COc1ccc(NC(=O)CC(=O)Nc2ccc(OC)cc2)cc1	.	-0.4%
CN(C)c1ccc(/C=N/NC(=O)C[n+]2ccccc2)cc1	.	17.6%
O=C(O)/C=C/C(=O)Nc1nc(-c2ccc3ccccc3c2)cs1	.	32.5%
COc1ccc(N=Nc2c(C)[nH]c3ccccc23)cc1	.	3.1%
COc1cccc(NC(=O)c2cc(-c3ccco3)nc3ccccc23)c1	.	21.1%
O=C(NN1CCOCC1)c1cccc(Br)c1	.	-1.4%
O=[N+]([O-])c1ccc(-c2cn3c(n2)SCC3)cc1	.	8.7%
COc1cc(C2OC(=O)C3C(c4ccc(OC(C)=O)c(OC)c4)OC(=O)C23)ccc1OC(C)=O (centres undefined)	.	15.3%
O=C(Nc1ccc(F)cc1)Nc1cccc(Br)c1	.	10.9%
CC1(C(=O)N/N=C/c2c(F)c(F)c(F)c(F)c2F)CC1(Cl)Cl (centres undefined)	.	9.7%
Cc1ccc(C(C)NC(=O)c2cccs2)cc1C (centres undefined)	.	6.5%
CCOC(=O)c1nc2c(=O)n(C)c(=O)n(C)c2n(C)c1=O	.	18.5%
COc1ccc(C2Nc3ccccc3C(=O)N2Cc2ccccc2)cc1OC (centres undefined)	.	12.6%
Cc1c(C(=O)Nc2ccccc2)c2ccc(C(F)(F)F)cc2n1O	.	34.4%
NNc1nc(-c2ccccc2)nc(-c2ccccc2)c1Br	.	96.2%
CN(C)c1ccc(CNCc2cccnc2)cc1	.	15.1%
O=C(N/N=C/c1ccoc1)c1cccc(OC(F)(F)C(F)F)c1	.	10.2%
O=c1c2c(-c3cccs3)csc2ncn1/N=C/c1ccccn1	.	14.4%
CC(=O)Nc1ccc(S(=O)(=O)N[C@@H](C)C(=O)N2CCN(C/C=C/c3ccccc3)CC2)cc1	1.2%	.
O=C(C(=O)N1CCN(Cc2ccccc2)CC1)c1c[nH]c2ccccc12	0.9%	.
COc1ccc2[nH]cc(CCNC(=O)c3ccco3)c2c1	0.1%	.
Cc1cc(C)c(NC(=O)CN(C)C(C)C(=O)N2CCc3ccccc32)c(C)c1 (centres undefined)	3.4%	.
CC(C)[C@]1(c2ccc(Cl)cc2)ON(c2ccccc2C(F)(F)F)C1=O	11.4%	.
COc1ccc(SC[C@H](C)CN2CC[C@H](C(C)(C)C)CCC2=O)cc1	-0.6%	.

Rewritten with bars between the fields: 4 of the compounds above.
Molecule | RSV CPE inhibition | SV40 large T antigen
COc1cc(C2OC(=O)C3C(c4ccc(OC(C)=O)c(OC)c4)OC(=O)C23)ccc1OC(C)=O (centres undefined) | . | 15.3%
O=C(Nc1ccc(F)cc1)Nc1cccc(Br)c1 | . | 10.9%
CC1(C(=O)N/N=C/c2c(F)c(F)c(F)c(F)c2F)CC1(Cl)Cl (centres undefined) | . | 9.7%
Cc1ccc(C(C)NC(=O)c2cccs2)cc1C (centres undefined) | . | 6.5%

Given with the structure last: entries from further up
RSV CPE inhibition	SV40 large T antigen	SMILES
.	18.5%	CCOC(=O)c1nc2c(=O)n(C)c(=O)n(C)c2n(C)c1=O
.	12.6%	COc1ccc(C2Nc3ccccc3C(=O)N2Cc2ccccc2)cc1OC (centres undefined)
.	34.4%	Cc1c(C(=O)Nc2ccccc2)c2ccc(C(F)(F)F)cc2n1O
.	96.2%	NNc1nc(-c2ccccc2)nc(-c2ccccc2)c1Br
.	15.1%	CN(C)c1ccc(CNCc2cccnc2)cc1
.	10.2%	O=C(N/N=C/c1ccoc1)c1cccc(OC(F)(F)C(F)F)c1

(next part)
SMILES	RSV CPE inhibition	SV40 large T antigen
CC(=O)Nc1cccc(NC(=O)COc2ccc3c(c2)CCC3)c1	2.6%	.
Cn1c(SCC(=O)Nc2ccc(N3CCOCC3)cc2)nnc1C1CC1	1.1%	.
CSCCC(NC(=O)c1ccc(C(C)(C)C)cc1)C(=O)OCC(=O)N1CCCC1=O (centres undefined)	2.5%	.
COc1ccc(S(=O)(=O)N2CCCCC2)cc1NC(=O)[C@@H]1CCCN1C(=O)c1cccs1	0.4%	.
N#Cc1ccc(OCC(=O)N2CCCC2=O)cc1	-0.3%	.
Cc1ccc(C(=O)CCC(=O)OCC(=O)NNC(=O)c2ccccc2Cl)cc1	1.4%	.
COc1ccccc1CNC(=O)C1CSC2(C)CCC(=O)N12 (centres undefined)	2.1%	.
CCCn1c(SCC(=O)NCc2ccc3c(c2)OCO3)n[nH]c1=O	0.9%	.
CCCCN(C(=O)CC1CCCC1)c1c(N)n(CCCC)c(=O)[nH]c1=O	-0.7%	.
O=C(c1ccc(F)cc1Cl)N(Cc1ccco1)C1CCS(=O)(=O)C1 (centres undefined)	1.6%	.
COc1ccc(NC(=O)c2ccccc2)cc1	-0.6%	.
O=C(COC(=O)c1c[nH]c2ccccc12)Nc1ccc(F)cc1	0.2%	.
CCN(CC(=O)Nc1c(F)cccc1F)C(=O)c1cnc(C)cn1	1.8%	.
O=C(COC(=O)C1(c2ccccc2)CCCC1)N1CCNC1=O	0.2%	.
O=C(NCC(c1ccco1)N1CCCC1)c1cn(Cc2ccccc2)nc1-c1ccccc1 (centres undefined)	-0.8%	.
Cc1ccc(S(=O)(=O)N2CCOCC2)cc1C(=O)Nc1cccc(C(=O)NC2CC2)c1	0.1%	.
COC(=O)C(Cc1c[nH]c2ccccc12)NC(=O)c1cccc(S(=O)(=O)N2CCCCC2)c1 (centres undefined)	3.3%	.
COc1ccccc1OCC(=O)Nc1cc(Cl)ccc1N1CCCCC1	3.8%	.
CCCN(CC(=O)Nc1ccccc1C)C(=O)c1ccc2c(c1)OCO2	-0.1%	.
COc1ccc([C@H]2CC(=O)C=C(c3ccc4ccn(C)c4c3)C2)cc1	2.8%	.
Cc1cc(Cl)ccc1OCC(=O)NNC(=O)C1CCN(c2ncnc3sc(C)c(C)c23)CC1	1.4%	.
Cc1ccc(C)c(-c2csc(NC(=O)c3c(C)noc3C)n2)c1	0.9%	.
CCOc1ccccc1OCCCC(=O)NNC(=O)c1cc(C)oc1C	2.0%	.
COc1ccc([C@H]2CC(=O)C=C(/C=C/Cc3ccccc3)C2)cc1	10.2%	.
CCC(=O)N1CCc2cc(S(=O)(=O)CCC(=O)Nc3c(C)n(C)n(-c4ccccc4)c3=O)ccc21	0.7%	.
The list goes on:
SMILES	RSV CPE inhibition	SV40 large T antigen
CC(CC(=O)N1CCN(S(=O)(=O)c2ccc([N+](=O)[O-])cc2)CC1)c1ccccc1 (centres undefined)	-0.5%	.
CC(C)CC1NC(=O)c2ccccc2-n2c1nc1ccc(F)cc1c2=O (centres undefined)	0.2%	.
CN(CC(=O)Nc1ccccc1Cl)C(=O)COC(=O)c1ccc(C(F)(F)F)cc1	1.8%	.
CN(CC(=O)Nc1c(Cl)cccc1Cl)C(=O)Cn1[nH]c(=O)c2ccccc2c1=O	-0.8%	.
Cc1ccc(C(=O)NNC(=O)CCOc2cccc(C)c2)cc1	-0.3%	.
N#Cc1ccc(CN2CCN(c3ccc(S(=O)(=O)N4CCCC4)cn3)CC2)cc1	0.9%	.
O=C(NCCCN1CCCC1=O)c1cc2ccccc2o1	3.7%	.
CC(c1ccccc1)N1CC(C(=O)Nc2ccc(F)cc2)CC1=O (centres undefined)	0.9%	.
COCCN(CC(=O)Nc1cc(Cl)ccc1-n1cncn1)Cc1nc2ccccc2c(=O)[nH]1	0.7%	.
CC(OC(=O)c1ccc(CN2CCCC2=O)cc1)C(=O)Nc1ccc(Cl)cc1 (centres undefined)	0.5%	.
Cc1ccc(C)c(-n2sc3ccc(F)cc3c2=O)c1	-2.1%	.
O=C(CN1CCN(CC(=O)Nc2cccc(F)c2)CC1)NCC1(N2CCOCC2)CCCCC1	-0.4%	.
COc1cc(Cl)c(C)cc1NC(=O)CN1CCN(C(=O)C2CC2)CC1	1.4%	.
CC(C)(C)c1ccc(S(=O)(=O)N2CCN(CC(=O)N3CC(=O)Nc4ccccc43)CC2)cc1	6.0%	.
CCC1(C)NC(=O)N(CC(=O)NCC(=O)Nc2c(C)cc(C)cc2C)C1=O (centres undefined)	-1.9%	.
CC(NC(=O)c1ccc(S(=O)(=O)NCc2ccco2)cc1)c1ccc(F)cc1 (centres undefined)	0.5%	.
CC(OC(=O)CNC(=O)c1sc2ccccc2c1Cl)c1ccccc1 (centres undefined)	1.0%	.
O=C1NC(=O)C(c2ccccc2)(c2ccc(O)cc2)N1 (centres undefined)	0.4%	.
COc1cccc(-c2c(-c3cc(OC)cc(OC)c3)n(C)c3ccc(-c4ccc(OC)nc4)cc23)c1	-0.9%	.
COc1cccc(OC)c1C(=O)OCC(=O)N1CC(C)CC(C)C1 (centres undefined)	1.1%	.
CC1CCCCN1C(=O)COC(=O)c1ccc2c(c1)C(=O)N(Cc1ccco1)C2=O (centres undefined)	1.8%	.
Cc1nn(-c2ccccc2)c(C)c1C(=O)N1CCN(S(=O)(=O)c2ccccc2)CC1	0.0%	.
O=c1c2cc(F)ccc2sn1-c1ccccc1	10.2%	.
CCc1ccc(CN(C)CC(=O)Nc2ccc(S(=O)(=O)N3CCOCC3)cc2)cc1	1.5%	.
CC1Cc2ccccc2N1CC(=O)N(C)c1c(N)n(Cc2ccccc2)c(=O)[nH]c1=O (centres undefined)	0.6%	.

Reprinted at random: 2 compounds from above.
SMILES	RSV CPE inhibition	SV40 large T antigen
CC(OC(=O)CNC(=O)c1sc2ccccc2c1Cl)c1ccccc1 (centres undefined)	1.0%	.
CC1Cc2ccccc2N1CC(=O)N(C)c1c(N)n(Cc2ccccc2)c(=O)[nH]c1=O (centres undefined)	0.6%	.

Other compounds
SMILES	RSV CPE inhibition	SV40 large T antigen
Cc1ccc(OCC(=O)N2CCC(C)CC2)c([N+](=O)[O-])n1	-0.1%	.
Cc1cccc(NC(=O)c2nc[nH]c2C(=O)N[C@H](C)c2ccccc2)c1	-1.9%	.
O=S(=O)(Nc1cc(Cl)ccc1-n1cncn1)c1ccc(F)cc1	1.7%	.
COc1cccc(NC(=O)c2cc(-c3ccccn3)nc3ccccc23)c1	2.2%	.
CC(Sc1nnc(-c2cccs2)n1C1CC1)C(=O)NCC1CCCO1 (centres undefined)	0.5%	.
COCCN(C(=O)c1ccc(C)o1)c1c(N)n(CC(C)C)c(=O)[nH]c1=O	2.6%	.
Cc1cccc(N2CCN(C(=O)c3ccccc3SCC(=O)N3CCCC3)CC2)c1C	2.8%	.
CSCCC(NC(=O)c1ccccc1Cl)C(=O)N1CC(C)OC(C)C1 (centres undefined)	0.3%	.
CCCCn1c(N)c(N(CC(C)C)C(=O)c2ccc([N+](=O)[O-])o2)c(=O)[nH]c1=O	0.3%	.
Cc1ccc(NC(=O)CN(C)C(=O)COc2ncnc3ccc(Br)cc23)cc1	-0.5%	.
O=C(NC1CCCCCC1)C1CCN(C(=O)c2ccc(Cl)cc2)CC1	0.9%	.
COc1ccc(NS(=O)(=O)c2cc(N)ccc2N2CCCCC2)cc1	0.8%	.
CCCC(=O)Nc1ccc(C(=O)COC(=O)c2cc(C)oc2C)cc1	0.8%	.
CC(OC(=O)CN1C(=O)c2ccccc2C1=O)C(=O)NC1(C#N)CCCCC1 (centres undefined)	-0.3%	.
COc1cc(SC)ccc1C(=O)N1CCN(S(=O)(=O)/C=C/c2ccccc2)CC1	2.1%	.
COc1cccc(NC(=O)CN(C)C(=O)CSc2nc(C)cc(C)n2)c1	0.2%	.
NC(=O)c1ccc(-c2nnn(CC(=O)N(C3CCCC3)C3CCS(=O)(=O)C3)n2)cc1 (centres undefined)	-0.1%	.
CC(=O)c1ccc(S(=O)(=O)Nc2ccc(-n3cnnn3)cc2)cc1	1.8%	.
O=C(NOCc1ccccc1)c1ccc([N+](=O)[O-])cc1	0.9%	.
Cc1ccc(S(=O)(=O)NCCC(=O)NCC(c2ccc(F)cc2)N2CCOCC2)cc1 (centres undefined)	-0.8%	.
COc1ccc(C(=O)NNC(=O)C(NC(=O)c2cc(OC)cc(OC)c2)C(C)C)cc1 (centres undefined)	0.5%	.
CN(Cc1ccc(Cl)cc1Cl)C(=O)CCNC(=O)c1ccco1	-0.5%	.

Some of these compounds in order of count of non-hydrogen atoms, high to low.
SMILES	RSV CPE inhibition	SV40 large T antigen
Cc1ccc(NC(=O)CN(C)C(=O)COc2ncnc3ccc(Br)cc23)cc1	-0.5%	.
COCCN(C(=O)c1ccc(C)o1)c1c(N)n(CC(C)C)c(=O)[nH]c1=O	2.6%	.
O=C(NOCc1ccccc1)c1ccc([N+](=O)[O-])cc1	0.9%	.
